RmlCD inh 1536: inhibitors of Mycobacterium tuberculosis RmlC and RmlD coupled enzymes | inhibition, % at 3.6 µM | AID 1533 | P9WH09+P9WH11 | RmlC+RmlD coupled enzyme assay, percent inhibition; primary screen in compound mixtures | hit rate 0.03% among 160,000; in the data active means inhibition mostly above about 34%, no sharp cut-off; inconclusive means no clear call, values can overlap the other calls; inactive means mostly below about 22%; further: some results filed as inactive read as strong as hits
Target sequence (P9WH09 whole entry, looked up): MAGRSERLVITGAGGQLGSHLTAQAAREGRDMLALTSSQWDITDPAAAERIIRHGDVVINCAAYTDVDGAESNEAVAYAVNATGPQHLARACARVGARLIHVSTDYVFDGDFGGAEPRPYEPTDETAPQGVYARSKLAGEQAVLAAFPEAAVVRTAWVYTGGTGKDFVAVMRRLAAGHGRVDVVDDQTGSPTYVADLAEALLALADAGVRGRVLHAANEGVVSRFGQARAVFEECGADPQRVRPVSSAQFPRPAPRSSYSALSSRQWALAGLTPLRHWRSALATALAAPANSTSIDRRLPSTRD
Target sequence (P9WH11 whole entry, looked up): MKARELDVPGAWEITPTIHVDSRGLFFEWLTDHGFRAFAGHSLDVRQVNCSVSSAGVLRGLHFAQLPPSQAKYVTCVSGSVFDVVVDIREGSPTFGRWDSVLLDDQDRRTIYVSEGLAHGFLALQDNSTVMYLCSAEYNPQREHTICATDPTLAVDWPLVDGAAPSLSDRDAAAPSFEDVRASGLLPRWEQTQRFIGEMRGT
M. tuberculosis GlmU: inhibition of mycobacterial GlmU enzyme – biochemical, glucosamine-1-phosphate acetyltransferase (AID 1376); M. tuberculosis GlmU acetyltransferase enzyme assay; higher % means a stronger effect; inhibition, %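 (tested at 30 µM in the primary screen)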, or IC50 in µM where a hit was titrated; hit rate 0.25% among 220,000; in the data active means inhibition above about 13%; inconclusive means no clear call, values can overlap the other calls;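 further: 0% = complete reaction with vehicle and 100% = reaction without substrate; strong numbers were not always called active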
* = called active by the depositor; ? = inconclusive; . = not tested or not shown. Not all compounds are listed, so the mix of outcomes need not match the whole.

A first look, six compounds:
SMILES	RmlCD inh 1536	M. tuberculosis GlmU
COc1ccc(C2CC(c3ccccc3)=NN2c2ccc(S(N)(=O)=O)cc2)cc1OC (stereo not given)	-5	1.2%
Nc1c2c(nc3sc4c(c13)CCCCC4)CCCC2	.	2.0%
O=c1c2ccccc2c(-c2ccc(F)cc2)nn1-c1ccc(C(F)(F)F)cc1	?	4.6%
COc1cc(CNc2ccc3c(c2)OCCO3)ccc1OCC(N)=O	-15	2.2%
CC(C)(C#N)Nn1cnnc1	.	0.0%
Cc1ccc2[nH]c(C)c(CCNC(=O)c3cc4cc([N+](=O)[O-])ccc4oc3=O)c2c1	.	2.1%

Results, repeating the preview:
SMILES	RmlCD inh 1536	M. tuberculosis GlmU
COc1ccc(C2CC(c3ccccc3)=NN2c2ccc(S(N)(=O)=O)cc2)cc1OC (stereo not given)	-5	1.2%
Nc1c2c(nc3sc4c(c13)CCCCC4)CCCC2	.	2.0%
O=c1c2ccccc2c(-c2ccc(F)cc2)nn1-c1ccc(C(F)(F)F)cc1	?	4.6%
COc1cc(CNc2ccc3c(c2)OCCO3)ccc1OCC(N)=O	-15	2.2%
CC(C)(C#N)Nn1cnnc1	.	0.0%
Cc1ccc2[nH]c(C)c(CCNC(=O)c3cc4cc([N+](=O)[O-])ccc4oc3=O)c2c1	.	2.1%
CCOC(=O)CC(N)c1ccc(OC)cc1 (stereo not given)	0	-6.6%
Cc1cccc(NCc2nc3ccccc3n2Cc2ccccc2)c1	8	0.2%
COc1cccc(OCCn2cc(/C=N/NC(=O)c3ccncc3)c3ccccc32)c1	0	-1.0%
CN(Cc1ccccc1)C(=O)c1nc2ccccn2c1CN1CCCC1c1nccs1 (stereo not given)	-9	3.9%
COC(=O)c1cc2c(ccn2-c2ccc(F)cc2)n1C(C)C	11	0.4%
COc1cccc(CN(C)CC(=O)Nc2cc3oc4ccccc4c3cc2OC)c1	.	-2.7%
CC12CC(NC(=O)N1c1cccc(C(=O)Nc3ncn[nH]3)c1)c1ccccc1O2 (stereo not given)	8	-0.1%
Cc1cc(C(=O)NN)n[nH]1	-11	1.5%
Cc1ccccc1S(=O)(=O)Cc1ccc(C(=O)NCCN2CCN(Cc3ccccc3)CC2)o1	.	-2.2%
Clc1ccc(-c2nc(NCCCN3CCOCC3)c3ccccc3n2)cc1	-6	0.9%
COC(=O)COc1ccc2c(=O)c(-c3ccccc3OC)coc2c1	-5	3.0%
Cc1cc(C)n(-c2cc(N3CCN(S(=O)(=O)c4ccc(C)c(C)c4)CC3)ccc2[N+](=O)[O-])n1	.	8.0%
Cc1ccc(NC(=O)CCC(=O)NNC(=O)C(C)(C)C)c(C)c1	-14	3.7%
CCOC(=O)C1(S(=O)(=O)c2ccc(Cl)cc2)CCN(Cc2ccc(C)cc2)CC1	6	8.2%
Brc1ccc(Nc2nc3ccccc3n3nnnc23)cc1	9	.
CC(C)(C)c1ccc(OCC(=O)OCCNC(=O)c2cccnc2)cc1	-4	2.1%
CCC(C)NS(=O)(=O)c1ccc(OCC(=O)N2CCCCC2)cc1 (stereo not given)	.	2.9%
CCOC(=O)Cn1c(=O)oc2cc(S(=O)(=O)N3CCn4c3nc3ccccc34)ccc21	9	-2.3%
Cc1cc2c(c(=O)n1Cc1ccc3c(c1)OCO3)C(c1cccnc1)C(C#N)=C(N)O2 (stereo not given)	.	1.1%
COC(=O)CCCCC1SCC(NC(=O)c2ccccc2)C1Cl (stereo not given)	6	3.5%
O=C(CSc1nc2ccccc2[nH]1)Nc1c(F)cccc1F	.	3.2%
Cc1nc2ccc([N+](=O)[O-])cc2s1	-13	-2.7%
Cc1cccc(C(=O)NC(=S)N2CCc3ccccc3C2)c1	.	1.7%
CN(C)CCNC(=O)C1CCCNC1=O (stereo not given)	-2	.
O=C(CCC(=O)c1cccs1)OCC(=O)N1CCN(C(=O)c2ccco2)CC1	24	1.3%
COC(=O)C1CCN(C(=O)Cc2c(OC)ccc3cc(Br)ccc23)CC1	6	0.6%
O=C(CCC(=O)c1cccs1)c1cccs1	.	1.0%
Cc1ccc(C(c2sc3nc(C)nn3c2O)N2CCN(CCO)CC2)cc1 (stereo not given)	.	2.1%
CC(=O)Nc1ccc(/C=N/NC(=O)CNS(=O)(=O)c2ccccc2)cc1	-11	1.6%
CCN1C(=O)/C(=C/C=C2\N(CC)c3cc(S(=O)(=O)N(C)C)ccc3N2c2ccccc2)SC1=S	3	-10%
O=C(CSc1ccc(-c2ccccc2)nn1)N1CCN(c2ccccc2)CC1	-6	-2.6%
CCOC(=O)C1C(=O)CC(C)(O)C(C(=O)OCC)C1c1ccc(OC)cc1 (stereo not given)	12	6.3%
COc1ccc(CCNc2cc(N3CCN(C(=O)c4ccc(C)cc4)CC3)ccc2[N+](=O)[O-])cc1OC	1	-3.4%
CCN1CCN(CC(=O)N2c3ccccc3CC2C)CC1 (stereo not given)	-3	-5.9%
CCn1c(SCc2ccc(C(=O)OC)o2)nnc1-c1c[nH]c2ccccc12	8	-7.0%
Cc1cc(NC(=O)CSc2nc3cc(Cl)ccc3c(=O)n2CC(C)C)no1	-13	7.0%
COCCNc1ccc(N2C(=O)CCCC2=O)cc1[N+](=O)[O-]	-7	2.2%
COc1ccc(-c2nnc(OCc3nc4ccccc4n3C)c3ccccc23)cc1	.	1.0%
O=C1NC(c2ccccc2)=C(c2ccc3ccccc3n2)C(c2ccc(F)cc2)N1 (stereo not given)	.	2.1%
CCCN(CC1CC1)C(=O)CCc1nnc(CCc2c[nH]c3ccccc23)o1	23	-1.1%
Cc1cc(C)c(S(=O)(=O)N2CCCCC2)c(C)c1N(C)S(=O)(=O)c1ccc(Cl)cc1	8	0.2%
COC(=O)NNC1=CC(=O)CC(C)(C)C1	-2	-4.9%
COc1ccccc1NC(=O)Nc1ccc(-n2ccc(C(F)(F)F)n2)cc1	6	-5.9%
CCC(=O)Nc1ccc(S(=O)(=O)N2CCN(c3ccc(F)cc3)CC2)cc1	4	1.5%
N#CC1=CN(Cc2ccccc2)C=C(/C=N/Nc2ccccc2)C1	6	4.8%
CCOC(=O)N1C2=NC(C(=O)OC)=C(C(=O)OC)[C@@H]3Nc4ccccc4[C@]23C[C@H]1C(=O)OC	-7	8.3%
O=C(Nc1ccc2c(c1)OCO2)C1CCN(C(=O)c2ccc(Br)cc2)CC1	-13	-7.0%
COc1ccc(OC)c(C2CC(=O)NC(SC)=C2C#N)c1 (stereo not given)	6	0.0%
CSc1sc(C(=O)NNC(C)=O)c2c1C1(CCC2)SCCS1	5	1.0%
Cc1c(Br)c([N+](=O)[O-])nn1C(C)C(=O)Nc1ccc2c(c1)OCO2 (stereo not given)	.	-1.5%
CN1CCc2nc3sc(C#N)c(N)c3c(-c3cccs3)c2C1	.	-1.6%
O=C(CCC(=O)N1CCc2ccccc2C1)N1CCN(S(=O)(=O)c2ccccc2)CC1	8	5.8%
CNC(=S)NNC(=O)c1c(C)nc2cc(C)ccn12	-16	-0.5%
CCCC1CC(C)(/C(C)=N\NC(N)=S)OC1=O (stereo not given)	-3	-3.1%
The list continues:
SMILES	RmlCD inh 1536	M. tuberculosis GlmU
COc1ccc(-n2cnnc2SCC(=O)NC2CCS(=O)(=O)C2)cc1 (stereo not given)	19	0.9%
COc1cc(/C=N/NC(=S)NC2CC3CC2C2C=CCC32)ccc1O (stereo not given)	2	-3.2%
C=CCn1c(CCC(O)CCCCC)n[nH]c1=S (stereo not given)	3	2.7%
CC(C)N(C(=O)Cn1cnc2c(cnn2-c2ccccc2Cl)c1=O)C(C)C	25	1.0%
Cc1ccc(S(=O)(=O)N/N=C/c2ccc(OCC(=O)N3CCOCC3)cc2)cc1	-8	-3.6%
COc1ccccc1N1CCN(C(=O)c2ccc(CN3CCOCC3)cc2)CC1	-12	-6.4%
CCOC(=O)c1cc(-c2ccc(N3CCOCC3)cc2)nn1-c1ccccc1C(=O)O	-5	3.0%
Cc1cc(-c2nc3ncccc3o2)ccc1NC(=S)NC(=O)c1ccco1	6	10%
CC1(c2nnc(-c3ccc(F)cc3)o2)CC(c2cccc(Cl)c2)=NO1 (stereo not given)	.	-3.4%
CCOc1ccc(OCC)c(NC(=O)CN2CCN(C(=O)c3ccco3)CC2)c1	11	5.8%
CCOC(=O)c1c(C)c(C(=O)Nc2cc(F)ccc2F)c(C)n1C	-4	0.6%
Cc1ccc(/C=N/N2CCN(Cc3ccc(C)cc3)CC2)cc1	9	3.3%
O=C(c1ccccc1)c1ccc(OCC(O)CN2CCCC2)cc1 (stereo not given)	-2	-1.5%
CC1CCC/C(=C\Nc2ccc(C(=O)O)cc2)C1=O (stereo not given)	16	-2.0%
CCOc1ccc(CN(Cc2ccco2)C(c2cccs2)c2nnnn2C(C)(C)C)cc1 (stereo not given)	-7	-2.0%
Cc1ccc2occ(CN3CCN(c4ccccc4)CC3)c(=O)c2c1	8	0.4%
CN(C)CCNc1cc(-c2ccncc2)nc2ccccc12	9	-8.1%
CCSC1=C(C#N)C(c2cccc(Br)c2)CC(=O)N1 (stereo not given)	4	0.9%
C=CCn1c(=O)/c(=C2/SC(C)=C(C)N2CC)s/c1=C1/C(=O)N(CC)C(=S)N1c1ccccc1	-37	.
CC(C)N(C(=O)Cn1cc(S(=O)(=O)CC(=O)NC2CCCCC2)c2ccccc21)C(C)C	8	-2.6%
CNc1cc(N2CCCCCC2)ccc1[N+](=O)[O-]	.	-7.8%
Cc1c(NC(=O)c2ncn[nH]2)cccc1-c1nc2ccccc2s1	-3	4.6%
CC(C)c1nnc(NC(=O)CCN2C(=O)c3ccccc3C2=O)s1	.	7.6%
CC(C)OC(=O)c1c(N)sc2c1CCCC2	.	-4.3%
COc1ccccc1N1CCN(c2cc(N3CCCC3)nc(C)n2)CC1	-7	1.4%
O=C(NCCCN1CCCC1)c1cc(Sc2ccc(F)cc2)nc2ccccc12	11	-0.5%
CCc1ccc2[nH]c(=O)c(CN(Cc3ccc(OC)cc3)Cc3nnnn3CCOC)cc2c1	.	3.2%
CCN(CC)CCNC(=O)CNC(=S)N(CCCN1CCOCC1)Cc1cccs1	-8	2.4%
CC(C)Oc1ccc(NC(=O)C2CCCNC2=O)cc1 (stereo not given)	7	1.3%
O=C1/C(=C/c2cccnc2)N2CCC1CC2	-1	7.4%

One compound at a time, as listed above. Values in the order: RmlCD inh 1536	M. tuberculosis GlmU
Cc1ccc(NC(=O)CCC(=O)NNC(=O)C(C)(C)C)c(C)c1 is listed as -14	3.7%
CCOC(=O)c1c(C)c(C(=O)Nc2cc(F)ccc2F)c(C)n1C is listed as -4	0.6%
COC(=O)NNC1=CC(=O)CC(C)(C)C1 is listed as -2	-4.9%

Other entries.
SMILES	RmlCD inh 1536	M. tuberculosis GlmU
CCCOC(=O)C1=C(C)NC2=C(C(=O)C(C(=O)OC)C(C)C2)C1c1ccc(N(C)C)cc1 (stereo not given)	12	-1.5%
COc1cccc(-c2nc3n(n2)C(c2ccccc2Cl)C(C(N)=O)=C(C)N3)c1 (stereo not given)	5	2.3%
COc1cc(C)ccc1OCCOc1c(C)cc(Cl)cc1Cl	.	2.8%
COc1nnc(-c2ccc(N3CCCCC3)c(N)c2)c2ccccc12	.	-1.5%
CCC(=O)NNC(=O)CCC(=O)Nc1ccc(C)cc1C	-11	0.9%
O=C(c1ccc(COc2ccccc2Cl)o1)N1N=C(C(F)F)CC1(O)C(F)F (stereo not given)	4	-3.5%
COC(=O)c1ccc(NS(=O)(=O)c2ccc(OC)cc2)cc1	10	3.2%
Clc1ccccc1SCc1nc2ccccc2[nH]1	6	-2.3%
Cc1nn(Cc2ccc(Cl)cc2)c2sc(C(=O)OCC(N)=O)cc12	-2	3.2%
Cc1ccc(-c2nc3ncccn3c2NC2CCCC2)o1	6	2.8%
Cc1cccc(C)c1NC(=O)CSc1nc2ccccc2c(=O)[nH]1	28	-2.7%
CCOC(=O)c1c(/N=C/C2C(=O)CCCC2=O)sc(C)c1C	-9	-0.9%
O=C(CNC(=O)/C(=C\c1ccc(Br)cc1)NC(=O)c1ccccc1)OCc1ccccc1	4	2.5%
N#C/C(=C\c1ccco1)Sc1nc2ccccc2s1	.	-1.1%
O=C(C1CCCN(S(=O)(=O)c2ccccc2)C1)N1CCN(c2ncccn2)CC1 (stereo not given)	3	0.0%
c1ccc(C2Oc3ccccc3C3CC(c4cccs4)=NN32)cc1 (stereo not given)	-11	-0.2%
CCOC(=O)c1c(NC(=O)COc2ncnc3ccccc23)sc(C)c1C	4	1.4%
O=C(NCc1ccccn1)c1ccc2c(=O)n(CCc3ccccc3)c(=O)[nH]c2c1	-6	-1.2%
O=C1CSC(c2ccccn2)N1c1cccc(Cl)c1 (stereo not given)	.	3.2%
O=C(c1ccccn1)N1CCN(c2ccc(C(F)(F)F)cn2)CC1	.	5.0%
COc1cccc(-n2nnc3c(=O)n(CC(=O)NC4CCCC4)cnc32)c1	-1	0.2%
COc1ccc(C(=O)N2CCN(C(C)=O)CC2)cc1S(=O)(=O)N1CCOCC1	-6	-3.1%
Cc1cc(-c2nn(-c3ccccc3F)cc2CN2CCC(O)CC2)c(C)s1	-11	-1.8%
O=C(Oc1cccc2ccccc12)c1ccco1	-8	3.7%

Assay outcomes deposited in PubChem by several laboratories.
